Ecoli viability: E. coli V3065 growth inhibition, primary screen, counter-screen for AddAB inhibitor project, absorbance, OD600; 18 h; inhibition, % at 11.9 µM; actives 0.27% (n = 330,000); AID 449728, 2010;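 active means inhibition above the campaign's mean inhibition across all tested compounds plus 3 SD, cut at about 9.9% in these data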;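 further: uninfected addAB+ strain grown without phage in ampicillin broth; 0% = DMSO wells and 100% = ciprofloxacin 0.95 µg/ml wells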
AddAB inh: growth inhibition of E. coli expressing H. pylori AddAB, primary screen, AddAB inhibitor project, absorbance; AID 435030, 2010; inhibition, % at 11.9 µM; actives 0.29% (n = 330,000); in the data active means inhibition above about 12%;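 further: 0% = vehicle wells of infected cells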
Mot1-301 SUMO: yeast Mot1-301 growth rescue at high temperature, primary screen, SUMOylation pathway inhibitor project, S. cerevisiae, ATP luminescence, 38.5C | S. cerevisiae Mot1-301 growth rescue; percent above DMSO median, 100 means doubled | growth rescue, % at 18.8 µM | actives 1% (n = 320,000);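 active means every valid replicate shows activation above 250% relative to neutral control wells; inactive means the rest, any valid replicate at or below 250%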;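 further: OY570 slx delta 5 strain wells were the positive control but not used for scaling; some compounds called inactive have numbers as strong as hits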
* marks the source's active call; other numbers are inactive results. Not all compounds are listed, so the mix of outcomes need not match the whole.

Values in the order: Ecoli viability, AddAB inh, Mot1-301 SUMO
C#CCOCCOCCOCCNc1nc(N2CCN(C(=O)CCCCCCCCCCNC(=O)[C@H]([C@@H](C)CC)n3cc(CCCCN=C(N)N)nn3)CC2)nc(N2CCN(C(=O)CCCCCCCCCCNC(=O)[C@H](CCCCN)n3cc(C[C@@H](C)CC)nn3)CC2)n1
    1.4, 3.6, 4.6
CCOC(=O)c1c(/N=C/c2ccc(O)cc2O)sc2c1CCC2
    -0.5, 3.7, 10.7
COc1ccc(NC(=O)c2ccc(Cl)c(NC(=O)c3ccncc3)c2)cc1
    -2.5, 4.0, -11.2
Cn1c(=O)c(C(=O)COC(=O)c2cc(-c3ccco3)nc3ccccc23)c(N)n(CC2CC2)c1=O
    -4.3, -0.3, -9.1
COC(=O)CN1C(=O)[C@H]2[C@@H](/C=C/c3ccccc3)N3C(=O)CN(Cc4ccccn4)C(=O)[C@@]3(Cc3ccccc3)[C@H]2C1=O
    1.4, -1.6, -6.7
NCCCC[C@H]1NC(=O)[C@H](CCC(=O)O)NC(=O)c2cc([N+](=O)[O-])cc(I)c2OCC[C@@H](C(N)=O)NC1=O
    0.2, 2.8, 23.3
O=C(Oc1ccc2c3c(c(=O)oc2c1)CCC3)c1ccccc1[N+](=O)[O-]
    -2.4, 1.4, 1.9
COc1ccccc1N1CCN(C(=O)c2ccc3c(c2)NC(=O)C(CSCc2ccccc2C)N3)CC1 (centres undefined)
    -2.9, -0.2, 5.2
Cc1ccc(C)n1-c1cccc(N)c1
    0.5, 2.6, -12.8
CCOC(=O)c1c(NC(=O)c2cc(C)on2)c2cc([N+](=O)[O-])ccc2n1C
    0.7, 1.3, 21.3
O=C(COC(=O)c1cn(-c2ccccc2)nc1-c1ccccc1)c1ccc([N+](=O)[O-])cc1
    1.2, 3.0, -10.4
CN1C(=O)N(C)C2(c3ccccc3)Nn3c(s/c(=C/c4ccccc4F)c3=O)=NC12c1ccccc1 (centres undefined)
    -1.6, -0.2, -17.4
C=CCn1c(=O)/c(=C2/Sc3cc(OC)ccc3N2C)s/c1=C1\C(=O)N(CC)C(=S)N1C
    0.2, 0.6, -6.7
COc1ccc(S(=O)(=O)N2CCC(N3CCN(c4ccccc4)CC3)CC2)cc1
    -0.1, -1.3, -2.1
CCCCOC(=O)c1sc2nc(C)cc(C)c2c1N
    -1.7, 1.9, -15.6
O=S1(=O)c2ccccc2N=NN1Cc1cc(Cl)cc(Cl)c1
    -2.6, 1.4, -15.4
N#Cc1cc(NC(=O)c2ccc(F)cc2)c(=O)n2c1[nH]c1ccccc12
    -1.1, 2.2, -2.8
CCCOc1ccc(NC(=O)C2OC3OC(C)(C)OC3C3OC(C)(C)OC23)cc1 (centres undefined)
    -0.2, 2.5, -4.8
COc1ccc(CCNC(=O)C2CCC(CNS(=O)(=O)c3ccccc3)CC2)cc1OC (centres undefined)
    3.4, 0.8, 0.9
CCOC(=O)C1=C(C)N=c2s/c(=C/c3ccco3)c(=O)n2C1c1cccc(OC)c1 (centres undefined)
    0.0, 3.0, 3.6
Cc1ccn2c(c1)nc(=S)n2C(=O)c1ccco1
    0.0, 1.6, -7.2
C#CCOCCOCCOCCNc1nc(N2CCN(C(=O)C([C@@H](C)CC)n3cc(C(N)COC(=O)C(F)(F)F)nn3)CC2)nc(N2CCN(C(=O)[C@H](Cc3cc4ccccc4[nH]3)n3cc(C(N)CO)nn3)CC2)n1 (some centres undefined)
    -2.8, -3.0, 0.9
Cc1ccc(-n2[nH]c(C)c(/C=N/NC(=O)c3cccc([N+](=O)[O-])c3)c2=O)cc1C
    1.1, 1.3, 13.9
O=C1Nc2ccc(Cl)cc2[C@@](C#CC2CC2)(C(F)(F)F)O1
    -0.3, 1.6, -19.9
Cc1ccc(-c2cc(=O)c3cc(Cl)ccc3[nH]2)cc1
    0.2, 5.7, 4.9
CC(=O)N1C(=O)c2cccc3cccc(c23)C(=O)N1C(C)=O
    0.8, 2.9, 1.5
O=C(Nc1ccccc1)N1CC=C(c2ccccc2)CC1
    -1.0, 2.7, 344.3
C=CCn1c(SCc2nc3ccccc3c(=O)[nH]2)nc2sc3c(c2c1=O)CCCC3
    0.1, 0.5, 6.9
O=C(OCn1ncc(Cl)c(Cl)c1=O)c1ccc(F)cc1
    -0.6, 1.8, -0.7
Cc1c(C)c2cc(Cl)c(O)c(CN3CCCCC3)c2oc1=O
    -1.1, -4.5, 217.7
COc1cccc(-c2c(C#N)c(N)nc3c2c(=O)nc2sccn23)c1
    -1.1, -2.2, 4.2
COC(=O)/C(=C(/F)SCC(C)=O)C(F)(F)F
    -0.4, 0.1, -0.9
N#Cc1c(N2CCOCC2)nc(N2CCCCC2)c2c1CCN(C1CCCCC1)C2
    1.1, 2.9, 4.5
Cc1cc(C)cc(NC(=O)Cn2cc3c(n2)CCCCC3)c1
    -1.0, 1.9, -2.2
Cc1sc2ncnc(Sc3nnc4sc5ccccc5n34)c2c1C
    0.8, 0.7, -10.3
COc1c(CC=C(C)C)cc(C2CC(=O)c3c(O)cc(O)cc3O2)c(CC=C(C)C)c1O (centres undefined)
    0.0, 4.7, 8.7
O=C(O)/C=C/C(=O)Nc1ccc(Oc2ccc(NC(=O)/C=C/C(=O)O)cc2)cc1
    -3.3, -3.2, 5.9
c1ccc(Oc2c3ccccc3nc3ccccc23)cc1
    1.6, 8.0, 8.6
Cc1ccc(N2C(=O)c3cccc4c(N5CCN(C)CC5)ccc(c34)C2=O)c2cccnc12
    1.1, 2.7, 701.8*
Cc1ccccc1C(=O)N=c1c(C#N)cc2c(=O)n3cccc(C)c3nc2n1Cc1ccco1
    -1.2, 1.0, -5.8
Cc1cc(C)nc(Nc2ncn[nH]2)n1
    -0.4, -0.1, -5.6
COCCCNC(=O)Cn1nnc(-c2ccc(NC(=O)c3cccnc3)cc2)n1
    3.1, 1.9, 99.9
CC(C)=CCc1c(O)cc(O)c2c(=O)c3c(CC=C(C)C)c(O)ccc3oc12
    1.5, 5.0, -5.7
COC(=O)[C@H](Cc1ccccc1)NC(=O)O[C@@H]1C(=O)c2cc(OC)ccc2O[C@H]1c1ccc(OC)c(Br)c1
    -2.1, 4.5, 3.0
CCOC(=O)c1[nH]c2ccc(Br)cc2c1NC(=O)CCN1CCCC(C)C1 (centres undefined)
    -0.9, -0.8, -5.7
Cc1nnc(NC(=O)C2C3C=CC(O3)C2C(=O)O)s1 (centres undefined)
    0.0, -1.0, -17.6
COc1ccc(CC(NC(C)=O)C(=O)NC2CCN(c3nnnn3-c3ccccc3)CC2)cc1OC (centres undefined)
    -0.2, -0.4, 0.4
CC(=O)Nc1ccc(N2CCc3c(C)c(C#N)c4nc5ccccc5n4c32)cc1
    -1.2, 1.9, 4.5
COc1ccc2c(c1O)C(=O)c1ccccc1C2=O
    5.2, 3.9, -4.6
CCOC(=O)c1sc(NC(=O)CSc2nc3ccccc3s2)c(C(=O)OCC)c1C
    0.5, 1.6, 4.0
c1ccc2oc(-c3ccc(Nc4nc(N5CCCCC5)nc(N5CCOCC5)n4)cc3)nc2c1
    2.0, 1.1, -2.4
CCN(CC)c1ccc(/C=C2\SC(=O)N(C(C)C)C2=O)o1
    -0.2, 2.1, 0.1
CCOC(=O)c1c(-c2ccc(OCC)cc2)csc1NC(=O)CCN1C(=O)c2ccccc2C1=O
    2.1, 2.9, 4.7
CNC(=S)N1CCC(NC(=O)c2ccco2)CC1
    3.2, 5.3, 10.1
Cc1ccc(-c2nn(-c3ccccc3)cc2C(=O)O)o1
    -0.3, -0.7, -8.7
O=C(Cc1ccccc1[N+](=O)[O-])OCc1cccc([N+](=O)[O-])c1
    1.3, 0.3, -4.7
O=C(COC(=O)c1ccc[n+]([O-])c1)Nc1c(Br)cc([N+](=O)[O-])cc1Br
    1.9, -0.6, 0.3
CCC(=O)OC1(C)C(=O)C=C2C=C(CCCCNC(=O)OC(C)(C)C)OC=C2C1=O (centres undefined)
    -1.0, 3.2, -5.0
Cc1ccc(/C=C/C2=Cc3c(sc(NC(=O)CSc4n[nH]c(N)n4)c3C#N)C(C)(C)C2)o1
    1.6, 0.7, 7.8
CC[C@H]1CC2CN3CCc4c([nH]c5c([C@H]6C[C@H]7[C@H](CC)CN(C)[C@@H](Cc8c6[nH]c6ccccc86)[C@H]7C(=O)OC)c(OC)ccc45)C(C(=O)OC)(C2)C13
    1.2, 2.7, -11.0

Following part.
Values in the order: Ecoli viability, AddAB inh, Mot1-301 SUMO
COc1ccc(C)cc1NC(=O)C(Sc1ccccc1)c1ccccc1 (centres undefined)
    -0.3, 1.2, -9.3
COc1ccc(C2C=C(c3cccs3)Nc3nc(CCCO)nn32)cc1 (centres undefined)
    1.9, 1.4, -5.6
COC(=O)CCC(=O)c1ccc(OC)c(Cl)c1
    0.7, -0.1, 11.5
Cc1cc(Cl)ccc1OCC(=O)n1cc(C(=O)c2cc(Cl)ccc2O)cn1
    -0.6, 1.3, -15.7
CCCN(CC1CC1)C(=O)CSc1nnc(-c2ccco2)n1N
    2.8, 3.6, 12.9
O=C(/C=C/c1cn(CC(O)CN2CCOCC2)c2ccccc12)c1cccs1 (centres undefined)
    -1.5, 0.2, 3.2
COc1cccc(CCN2C(=O)C(=O)N([C@@H](CNCc3ccccc3)Cc3ccccc3F)C[C@@H]2C(C)(C)C)c1
    -1.3, 0.2, -12.1
CN1Cc2cc(C(=O)c3cc(Cl)cc(CSc4ncccn4)c3O)cnc2NC1=O
    -0.6, 3.9, 24.6
COc1cc(NS(=O)(=O)c2ccc(NC(=O)CSC3=NCCS3)cc2)nc(OC)n1
    1.2, 2.9, -13.4
CCOc1cc2nc(-c3ccc(OC)c(OC)c3)nc(N3CC(C)OC(C)C3)c2cc1OC (centres undefined)
    -0.6, -0.2, 9.8
O=C1/C(=N/n2cnnc2)c2ccccc2N1Cc1ccccc1
    -2.1, 2.8, 6.6
CCC(C)n1c(-c2cc(OC)c(OC)c(OC)c2)nc2nc3ccccc3nc21 (centres undefined)
    2.3, 1.8, 59.2
CC1(c2nnc(-c3ccc(F)cc3)o2)CC(c2ccncc2)=NO1 (centres undefined)
    -1.7, 2.1, 2.8
Cc1cc(C)nc(/N=C(\N)Nc2ccc(S(=O)(=O)Nc3nc(C)cc(C)n3)cc2)n1
    1.9, 3.0, 5.9
O=[N+]([O-])c1ccc(O)c(C=Nc2ccc3oc(Cc4ccc(Cl)cc4)nc3c2)c1
    1.1, 0.8, 74.6
COc1ccc(Cl)cc1C(=O)Nc1nc2ccc(S(C)(=O)=O)cc2s1
    -0.2, 0.8, 168.6
O=C(Nc1cccc(CCc2ccccn2)c1)c1ccc(Cl)cc1
    1.8, -0.2, 19.0
Cc1ccc(NC(=O)OCc2cccs2)cc1
    -1.3, 2.4, -13.7
C#CCOCCOCCOCCNc1nc(N2CCN(C(=O)CCCCCCCCCCNC(=O)[C@H]([C@@H](C)CC)n3cc(CCCCN=C(N)N)nn3)CC2)nc(N2CCN(C(=O)CCCCCCCCCCNC(=O)[C@H](CCCN=C(N)N)n3cc(C[C@@H](C)CC)nn3)CC2)n1
    6.0, 9.2, 197.1
N#Cc1nc(-c2ccc(OCc3ccccc3Cl)cc2)oc1NCCCn1ccnc1
    1.5, -1.8, 160.2

Of the compounds above, 3 contain a CF3 group.
Values in the order: Ecoli viability, AddAB inh, Mot1-301 SUMO
C#CCOCCOCCOCCNc1nc(N2CCN(C(=O)C([C@@H](C)CC)n3cc(C(N)COC(=O)C(F)(F)F)nn3)CC2)nc(N2CCN(C(=O)[C@H](Cc3cc4ccccc4[nH]3)n3cc(C(N)CO)nn3)CC2)n1 (some centres undefined)
    -2.8, -3.0, 0.9
O=C1Nc2ccc(Cl)cc2[C@@](C#CC2CC2)(C(F)(F)F)O1
    -0.3, 1.6, -19.9
COC(=O)/C(=C(/F)SCC(C)=O)C(F)(F)F
    -0.4, 0.1, -0.9

Continued.
Values in the order: Ecoli viability, AddAB inh, Mot1-301 SUMO
Cc1cccc(-c2nnc3n2N=C(c2ccc(Br)cc2)CS3)c1
    -1.6, -0.8, -7.3
O=C(CSc1nc(-c2ccccc2)nc2c1Cc1ccccc1O2)Nc1ccccc1
    -0.3, -3.5, 57.3
CCCN1C(=O)/C(=C2\SC(=S)N(c3c(C)n(C)n(-c4ccccc4)c3=O)C2=O)c2ccccc21
    0.2, 0.5, -4.8
Cc1nc2ccccc2n1/C(=N/S(=O)(=O)c1ccc(Br)cc1)c1ccccc1
    2.2, 2.8, -11.3
CNC[C@H]1Oc2ccc(NC(=O)Nc3ccc(OC)cc3)cc2C(=O)N([C@@H](C)CO)C[C@H]1C
    -5.0, 1.5, -10.0
COc1cc(/C=C2/C(=O)N(c3ccc(Br)cc3)N=C2C)cc([N+](=O)[O-])c1O
    1.9, 0.9, 7.6
C=C1c2ccc(C)cc2NC(=O)N1c1ccccc1
    0.5, 4.2, 1.5
Cc1c(Cl)cn2c(=O)cc(CN3CCN(c4ccc(F)cc4)CC3)nc2c1Cl
    0.5, -0.5, -9.6
Clc1ccc(C2C3=C(Nc4ncnn42)c2ccccc2CC3)cc1 (centres undefined)
    -1.4, -0.6, 19.7
CC(/C=C/c1ccccc1)=N\Nc1nc2c(c(=O)[nH]c(=O)n2C)n1CCO
    2.6, 0.7, -14.1
CCCCNC(=S)N(C)/N=C/c1sc(N2CCCCC2)nc1-c1cccs1
    -1.0, 3.2, 44.9
Cc1cc(Oc2ccc(=O)n(C)n2)nc(=S)[nH]1
    -2.8, 2.0, 7.9
CC(C)(C)OC(=O)CN1C(=O)S/C(=C\c2ccc(-c3cccc(C(=O)O)c3)o2)C1=O
    -0.7, 3.0, 6.6
CCN1CCCC1CNC(=O)c1cc(S(=O)(=O)CC)c(N)cc1OC (centres undefined)
    -1.5, -3.3, 2.0
